From PubChem
TGFb inhibitor: inhibitors of TGF-b signaling; HepG2 CAGA-GFP TGF-b/SMAD3 reporter, GFP fluorescence, 18 h; TGF-beta stimulated, 500 pg/mL final; Potency, µM (top dose mostly 46.1 µM), for the others: at the top dose activity, negative = inhibition, most hits filed as inhibitors; 1.2% of 410,000 active; AID 588855; also: potency is read from the fitted curve at half-maximal effect; % is scaled to controls: 0 for no effect and ±100 for the full control effect; nearly all actives have a fitted effect of over 65% in size
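Inhibition of TGF-beta-driven CAGA-GFP reporter expression in HEPG2 cells is measured by cellular GFP fluorescence after 18 h stimulation with 500 pg/mL recombinant TGF-beta in 1% FBS medium at 37 degrees C.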
Nrf2 inh: blocks Nrf2 signaling. A549 ARE-Fluc reporter, luciferase luminescence, 18-24 h. Potency, µM (series often up to 46 µM), inactives show at the highest dose activity change, negative = inhibition, most hits filed as inhibitors. 2.1% of 360,000 active. AID 504444; also: potency is read from the fitted curve at half-maximal effect; % is scaled to controls: 0 for no effect and ±100 for the full control effect; nearly all actives have a fitted effect of over 60% in size
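A549 ARE_Fluc cells, 5000/well, 5% FBS OPTI-MEM; compounds in dose-response, 18-24 h at 37 °C/5% CO2; CellTiter-Fluor viability read (Ex 405/Em 525), then BugLite luciferase luminescence = Nrf2 activity.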
A549 tox: counter-screen for Nrf2 inhibitors: cytotoxicity in A549 cells | A549 ARE-Fluc cells, CellTiter-Fluor viability, 18-24 h | Potency, µM (top dose mostly 46 µM), for inactives: at the highest dose activity change, negative = cytotoxicity, most hits filed as inhibitors | 0.16% of 390,000 active | AID 504648; also: potency is read from the fitted curve at half-maximal effect; % is scaled to controls: 0 for no effect and ±100 for the full control effect
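A549 ARE-Fluc cells in 5% FBS OPTI-MEM, 5000 cells/well, rested 2 h then exposed to compounds in concentration-response for 18-24 h at 37 °C. Viability by CellTiter-Fluor fluorescence (Ex 405/Em 525) after 30 min; luciferase luminescence (BugLite, 15 min, RT) read afterwards.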
EPAC2 ag: activates human EPAC2 exchange factor; 0.079% of 360,000 active; Q8WZA2; Potency, µM (doses to about 154 µM), for inactives: at the top dose activation, usual class: activators; EPAC2 activation, biochemical qHTS; response scale: 100% = 6.5 mM cAMP response; AID 720711; also: potency is read from the fitted curve at half-maximal effect; nearly all actives have a fitted effect of over 50% in size
Target sequence (Q8WZA2 whole entry, looked up): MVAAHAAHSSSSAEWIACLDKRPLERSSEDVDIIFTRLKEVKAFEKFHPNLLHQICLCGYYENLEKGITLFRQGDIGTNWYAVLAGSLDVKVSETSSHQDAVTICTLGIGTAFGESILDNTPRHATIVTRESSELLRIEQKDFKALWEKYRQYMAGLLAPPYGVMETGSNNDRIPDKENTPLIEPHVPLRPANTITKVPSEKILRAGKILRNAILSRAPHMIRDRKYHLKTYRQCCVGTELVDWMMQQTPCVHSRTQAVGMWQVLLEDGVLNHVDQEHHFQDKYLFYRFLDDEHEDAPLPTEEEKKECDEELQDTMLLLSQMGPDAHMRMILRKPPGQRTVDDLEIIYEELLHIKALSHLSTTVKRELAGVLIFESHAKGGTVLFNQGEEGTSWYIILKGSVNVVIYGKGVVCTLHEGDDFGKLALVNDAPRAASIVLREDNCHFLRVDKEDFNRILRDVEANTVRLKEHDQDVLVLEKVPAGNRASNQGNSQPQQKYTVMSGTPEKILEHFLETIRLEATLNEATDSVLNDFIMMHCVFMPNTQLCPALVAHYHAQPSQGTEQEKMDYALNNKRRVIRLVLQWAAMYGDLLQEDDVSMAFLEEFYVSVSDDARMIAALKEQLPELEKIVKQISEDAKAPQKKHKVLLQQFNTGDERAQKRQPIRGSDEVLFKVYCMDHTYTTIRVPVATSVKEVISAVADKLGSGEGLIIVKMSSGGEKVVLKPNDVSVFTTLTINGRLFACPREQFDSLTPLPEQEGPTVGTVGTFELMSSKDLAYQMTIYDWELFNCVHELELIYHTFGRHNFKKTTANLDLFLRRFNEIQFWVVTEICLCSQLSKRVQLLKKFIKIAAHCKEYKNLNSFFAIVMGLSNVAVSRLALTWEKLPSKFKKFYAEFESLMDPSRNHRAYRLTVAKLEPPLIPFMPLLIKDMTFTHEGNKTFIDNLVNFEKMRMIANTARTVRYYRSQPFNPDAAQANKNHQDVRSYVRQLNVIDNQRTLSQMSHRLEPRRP
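Each well held 100 nM EPAC2, 250 nM RAP1B-BODIPY-GDP and 50 uM GDP. Fluorescence, read at 5-min intervals to 30 min, was referenced to a 6.5 mM cAMP positive control.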
Mm-Cpn inhibitor: blocks the Methanococcus maripaludis chaperonin Mm-Cpn | purified Mm-Cpn ATPase, ADP Transcreener TR-FRET | Potency, µM (doses to about 76.9 µM), without a hit: at the top dose activity, negative = inhibition, most hits filed as inhibitors | 0.031% of 330,000 active | AID 504842; also: potency is read from the fitted curve at half-maximal effect; % is scaled to controls: 0 for no effect and ±100 for the full control effect; nearly all actives have a fitted effect of over 80% in size
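Eu-cryptate anti-ADP/ADP-d2 competition gives a ratio inversely related to ADP. Enzyme at 25 nM was pre-exposed to compound for 10 min, then given 10 uM ATP for 30 min, 37°C throughout.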
Nrf2 activator: Nrf2 pathway activation. Potency, µM (series often up to 46.1 µM), for inactives: at the top dose activation, usual class: activators. AREc32 ARE-luciferase reporter (MCF7-derived line), luminescence, 24 h. 0.31% of 410,000 active. AID 624171; also: potency is read from the fitted curve at half-maximal effect; % of control where 0% means no effect; nearly all actives have a fitted effect of over 65% in size
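Quantitative high-throughput format: AREc32 reporter cells, 1000 per well, received compound by pin transfer and were incubated 24 hr at 37 deg C, 5% CO2, before Steady-Glo luminescence detection.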
pAkt inh: blocks phosphorylation of Akt; Neuro2A IGF-stimulated pAkt S473 HTRF, 20 min; hits give low values; activity change, % for hits at 50 µM; 0.32% of 360,000 active; AID 651550; in the data active = activity change below about -80%; inconclusive = mostly about -51% to -80%; also: % is scaled to controls: 0 for no effect and ±100 for the full control effect
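Neuro2A cells in DMEM with 0.5% FBS, overnight at 37 deg C, given compound at single 50 µM final, then IGF (6 nM final) for 20 min at 37 deg C. Lysed; phospho-Akt Ser473 by HTRF after 24 h, 665/615 ratio.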
EPAC2 antag: antagonists of human EPAC2 | Q8WZA2 | EPAC2 GEF exchange of Rap1B-BODIPY-GDP, fluorescence | Potency, µM (titrated, usually from 114 µM), for the others: at the highest dose activity, negative = inhibition, hits mostly inhibitors | 0.18% of 360,000 active | AID 720708; also: potency is read from the fitted curve at half-maximal effect; % is scaled to controls: 0 for no effect and ±100 for the full control effect; nearly all actives have a fitted effect of over 45% in size; many of its hits are not listed in these tables
CCT chaperon mod: modulators of cytosolic chaperonin (CCT/TRiC) activity; activity change, % (concentration not given with the values), hits read low; purified chaperonin ATPase assay, HTRF ADP detection, 30 min; 0.3% of 360,000 active; in the data active = activity change below about -30%; also: % is scaled to controls: 0 for no effect and ±100 for the full control effect
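First, chaperonin was dispensed at 40 nM or 20 nM final depending on batch activity. Next, compounds were pinned at 76 uM and ATP added at 10 uM. After 30 min at 37 °C, ADP detection reagents ran 30 min at ambient temperature.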
Numbers without * were called inactive; i = inactive; u = inconclusive; x = not tested or not shown; & = joins results of further samples; [ ] = dose if it differs, or a comment. Unless noted, calls follow the shape of the dose curve; as a rule, active = well fitted curve in the direction sought with a large enough effect; inconclusive = small, poorly fitted or top-dose-only effect, or another doubt; inactive = no such curve, though single readings can be large; an effect the other way counts as inactive or inconclusive. This is a subset, so the mix of outcomes need not match the whole.

compound,TGFb inhibitor,Nrf2 inh,A549 tox,EPAC2 ag,Mm-Cpn inhibitor,Nrf2 activator,pAkt inh,EPAC2 antag,CCT chaperon mod
Cc1c(NC(=O)CSc2nccn2C)c(=O)n(-c2ccccc2)n1C,-4%,x,-1%,2%,2%,-0.3%,x,1%,-4.2
COCCCn1c(SCC(N)=O)nnc1-c1ccccc1,-14%,7%,-12%[1.84 µM],-6%,2%,-0.6%,i,4%,-0.9
COc1cccc(OC(=O)CSc2nnc(-c3cccs3)o2)c1,20%,u,12%,x,x,2.5%,x,x,x
Cc1cc(C)n2nc(C(=O)Nc3ccc(S(=O)(=O)N4CCCC4)cc3)nc2n1,-1%,6%,8%,8%,-2%,0.0%,i,0%,-3.7
c1ccc(-c2nc(N3CCCCC3)nc3ccccc23)cc1,u,u,u,6%,-7%,0.2%,i,7%,-1.3
COc1ccccc1-n1cnnc1SCC(=O)NC1CCS(=O)(=O)C1 (centres undefined),-17%,13%,1%,1%,1%,-0.3%,i,3%,-1.1
COCc1cc(=O)[nH]c(-c2ccccc2)n1,7%,-5%,9%,6%,-1%,0.5%,i,4%,-0.6
CCCCNC(=O)C(C)N(CCN(C)C)C(=O)CCCCCN1C(=O)NC(c2ccc(Cl)cc2)C(C(=O)OCc2ccccc2)=C1C (centres undefined),u,u,u,6%,0%,-2.8%,i,-1%,-0.5
COc1ccccc1CN1CCNC(=O)C1CC(=O)NCCOc1cccnc1 (centres undefined),9%,-2%,1%,5%,-3%,-1.5%,i,6%,-1.1
C#Cc1ccc(NC(=O)C2(C)CCN2C(=O)c2ccccc2CCc2ccccc2)cc1 (centres undefined),u,x,x,9%,x,4.7%,i,-1%,-0.8
COCCn1c(SCC(=O)c2cc(C)ccc2C)nc2cc(C(=O)NC3CCCC3)ccc2c1=O,4%,u,8%,x,x,0.1%,x,x,x
COCCn1c(SCC(=O)Nc2cc(C)cc(C)c2)nc2ccccc2c1=O,0%,u,-2%,-1%,1%,-0.5%,i,2%,-2.2
COc1ccc(Oc2cc(C(F)(F)F)nc(N(C)C)n2)cc1,4%,u,9%,8%,-2%,-0.4%,i,-15%,1.9
COC(=O)c1cc2occc2n1Cc1nc(-c2cccc(Br)c2)oc1C,1%,5%,4%,x,x,-0.7%,x,x,x
O=C(Nc1cccc(Cl)c1N1CCOCC1)c1ccco1,-1%,13%,-21%,2%,-4%,-0.6%,i,-23%,1.0

(list continues)
compound,TGFb inhibitor,Nrf2 inh,A549 tox,EPAC2 ag,Mm-Cpn inhibitor,Nrf2 activator,pAkt inh,EPAC2 antag,CCT chaperon mod
CCc1cccc(CC)c1NC(=S)NCc1ccc2c(c1)OCO2,7%,-12%,6%,16%,-1%,-0.4%,i,7%,-0.3
Cc1ccc(CC(CC(=O)O)C(=O)NCC23CC4CC(CC(C4)C2)C3)cc1 (centres undefined),4%,-17%,9%,4%,-1%,2.0%,i,1%,-0.2
COc1cccc(-c2noc(-c3cccs3)n2)c1,-4%,u,1%,-7%,-2%,u,i,-3%,-0.3
Cc1ccc(NC(=O)COC(=O)Cc2c[nH]c3ccccc23)cc1F,-17%,5%,-4%,10%,-1%,2.2%,i,-13%,3.6
CS(=O)(=O)Nc1ccc2c(c1)C(=O)OC2,3%,-11%,15%,-5%,-1%,-0.1%,i,-1%[57.1 µM],-0.2
Cc1cc(C)nc(NC(=O)c2ccc(C)o2)n1,-12%,1%,5%,5%,1%,0.0%,i,4%,-1.6
c1cncc(-c2ccnc3ncnn23)c1,-5%,3%,-1%,6%,-5%,-0.4%,i,2%,-1.2
O=C(Cn1cnc2cc(Cl)ccc2c1=O)Nc1ccc2c(c1)OCO2,2%,27%,-3%,19%[15.6 µM],0%,-1.0%,x,7%,-12
CSc1nn(Cc2ccc(F)cc2)c(N(C(C)=O)C(C)=O)c1S(=O)(=O)c1ccccc1,u,-17%,-7%,x,x,0.2%,x,x,x
CCOc1ccc(Cl)cc1/C=N/NC(=O)CNC(=O)c1ccccc1,u,-8%,4%,6%,0%,3.0%,i,8%,-2.3
Cc1cc(Cl)ccc1OCC(=O)Nc1ccccc1C(=O)N1CCOCC1,20%,13%,1%,4%,2%,-0.1%,i,-5%,-0.5
O=C1NC(=S)N/C1=C\c1ccc(N2CCOCC2)cc1,-3%,u,-8%,11%,-4%,0.7%,i,-2%[57.1 µM],0.9
CCN(c1ccccc1)S(=O)(=O)c1ccc(Cl)c(NC(=O)CSc2nnc(C)s2)c1,-14%,-5%,0%,22%,-6%,3.2%,i,-2%,-1.1
CCOCCCNC(=O)C(c1ccc(OC)cc1)N(Cc1cccs1)C(=O)c1ccccc1O (centres undefined),4%&-6%,-12%,-6%&-6%,3%,3%,0.4%&0.1%,i,-5%,-2.0
COc1cc(C(=O)NCC(c2ccco2)N2CCc3ccccc32)cc(OC)c1OC (centres undefined),2%,-19%,0%,4%,-27%,4.4%,i,0%,-0.8

(list continues)
compound,TGFb inhibitor,Nrf2 inh,A549 tox,EPAC2 ag,Mm-Cpn inhibitor,Nrf2 activator,pAkt inh,EPAC2 antag,CCT chaperon mod
Cc1nnc2nc(-c3ccccc3)nc(-c3ccccc3)n12,-11%,u,2%,7%,0%,-0.7%,i,0%,-0.8
COc1cc2c(cc1OC)C(COc1ccc3c(C)cc(=O)oc3c1)N(C(=O)c1ccco1)CC2 (centres undefined),12%,-23%,2%,-7%,-15%,-0.2%,i,14%,-3.3
CCN(CC)CCSc1nc2ccccc2c(=S)n1-c1ccccc1,1%,10%,-6%,6%,1%,3.8%,i,1%,-2.0
CCOc1ccc2c(c1)ncn2Cc1ccccc1,1%,8%,3%,6%,0%,2.7%,i,-17%,-0.2
CCC(=O)Nc1sc(C(=O)Nc2ccccc2)c(C)c1C(=O)OC,-6%,u,7%,24%,0%,7.5%,i,4%[57.1 µM],-0.2
COC(=O)C(C)n1cnc2c(nnn2-c2cccc(OC)c2)c1=O (centres undefined),0%,19%,8%,5%,2%,0.1%,i,-13%,0.8
O=C(O)Cn1cc(/C=C2\SC(=O)N(c3ccccc3)C2=O)c2ccccc21,1%,u,-1%,6%,-2%,3.8%,i,12%,0.5
CCOc1ccc(CN(C)C(=O)CNC(=O)C2CCCCC2)cc1,18%,u,1%,4%,2%,-0.8%,i,4%,-1.6
Nc1cc(=O)[nH]c(SCc2ccc(Cl)cc2Cl)n1,-23%,u,-6%,6%,1%,4.2%,i,-1%,0.0
O=C(CN(C(=O)CCC(=O)Nc1nccs1)c1cccc(F)c1)NCc1ccc(F)cc1,-4%,u,-4%,4%,0%,-0.4%,i,0%,-1.0
O=C(NCCc1ccc(F)cc1)C1CCC(=O)N(CC2CCCCC2)C1 (centres undefined),-11%,x,x,-4%,x,0.5%,i,23%,1.3
CC(=O)OCCNc1cc(Sc2nc3ccccc3[nH]2)c2nonc2c1[N+](=O)[O-],u,x,-35%,-1%,2%,2.9%,i,-3%,1.9
N#CCCn1c(-c2nonc2NC(=O)c2ccccc2Cl)nc2ccccc21,12%,u,-5%,6%,0%,0.3%,u,-3%,-1.2
CCOC(=O)C1=C(CN2CCC(C)CC2)NC(=O)NC1c1ccc(F)cc1 (centres undefined),-12%,u,2%,x,x,3.3%,x,x,x
Cc1ccc(C)c(Cn2nnc3c(=O)[nH]c(C(=O)NCc4ccco4)nc32)c1,-14%,u,-11%,8%,1%,-0.3%,i,4%,0.3

(more compounds)
compound,TGFb inhibitor,Nrf2 inh,A549 tox,EPAC2 ag,Mm-Cpn inhibitor,Nrf2 activator,pAkt inh,EPAC2 antag,CCT chaperon mod
CCCOc1ccccc1N/C(=N/c1nc(C)cc(C)n1)NC(=O)COc1ccc(OC)cc1,10µM*,x,-12%,3%,0%,2.0%,i,28%,2.8
CN(CCC#N)C(=O)COc1ccc(Br)cc1Cl,-15%,-25%,0%,3%,0%,-0.5%,i,-10%,-0.9
CCC(c1nnnn1-c1c(C)cccc1C)N1CCN(c2cccc(C(F)(F)F)n2)CC1 (centres undefined),x,x,x,4%,x,-0.1%,i,-7%,1.0
COc1ccc(OC)c2c1cc(C(=O)N[C@@H](C)C(=O)N[C@@H](C(=O)O)c1ccccc1)n2C,92%[activator],2%,-1%,5%,-5%,-0.2%,i,-7%,-1.2
COc1ccc(C(CNC(=O)c2cc(S(=O)(=O)Nc3cccc(C)c3)ccc2C)N2CCCC2)cc1 (centres undefined),-5%,-7%,u,3%,x,4.9%,i,-5%,-1.9
Cc1cc(C)nc(NS(=O)(=O)c2ccc(N)cc2)n1,6%,8%,0%,1%,0%[15.4 µM],-0.9%,i,-9%,-1.3
CCS(=O)(=O)N1CCc2cc(C(=O)Nc3cc([N+](=O)[O-])ccc3C)ccc21,-1%,3%,-1%,x,x,0.0%,x,x,x
CC(C)N(Cc1nc(-c2ccccc2)no1)C(=O)C(Cl)(Cl)Cl,-6%,u,-8%,12%,-12%,0.3%,i,-17%,-1.9
Cc1cnc(NC(=O)c2cc3c(C)nn(Cc4ccccc4Cl)c3s2)s1,9%,u,-1%,-4%,-1%,0.4%,i,4%,0.6
Cc1cc(N)n(Cc2cccs2)n1,15%,8%,0%,-4%,0%,-0.5%,i,-10%,0.8
CCCc1cc(=O)oc2c(C)c3c(cc12)CN(CCc1ccc(Cl)cc1)CO3,0%,6%,-1%,x,x,5.4%,x,x,x

Some values from above:
Result of CCCOc1ccccc1N/C(=N/c1nc(C)cc(C)n1)NC(=O)COc1ccc(OC)cc1 under Nrf2 activator: 2.0%
Result of CCC(c1nnnn1-c1c(C)cccc1C)N1CCN(c2cccc(C(F)(F)F)n2)CC1 (centres undefined) under Nrf2 activator: -0.1%
